Screening data (PubChem)
A549 tox: kills or reduces viability of A549 cells in Nrf2 counter-screen; A549 ARE-Fluc cells, CellTiter-Fluor viability, 18-24 h; Potency, µM (top dose mostly 46 µM), inactives show top-dose activity change, negative = cytotoxicity, hits mostly inhibitors; AID 504648; hit rate 0.16% among 390,000; note: potency is the fitted concentration of half-maximal effect; % is set by controls: 0 for no effect and ±100 for the full control effect
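Cytotoxicity counterscreen: CellTiter-Fluor fluorescence was measured in A549 ARE_Fluc cells after 18-24 h of compound exposure in a concentration series. The subsequent BugLite luminescent read reports ARE-luciferase activity.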
CCT chaperon mod: changes cytosolic chaperonin activity; activity change, % (concentration not given with the values), hits read low; hit rate 0.3% among 360,000; purified chaperonin ATPase assay, HTRF ADP detection, 30 min; AID 651819; in the data active = activity change below about -30%; note: % is set by controls: 0 for no effect and ±100 for the full control effect
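Enzyme 40 or 20 nM (batch-dependent) in Tris pH 7.4/KCl/MgCl2/DTT; cpd 76 uM single point; ATP 10 uM; 30 min 37 °C; Transcreener ADP HTRF detection, 30 min RT; ratio 665/615.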
Nrf2 ARE act: activates Nrf2 signaling | Potency, µM (top dose mostly 46.1 µM), for the others: at the top dose activation, usual class: activators | AID 624171 | hit rate 0.31% among 410,000 | AREc32 ARE-luciferase reporter (MCF7-derived line), luminescence, 24 h; note: potency is the fitted concentration of half-maximal effect; % of control where 0% means no effect; nearly all actives have a fitted effect of over 65% in size
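AREc32_Fluc, 1000 cells/well, OPTI-MEM + 5% FBS, o/n 37 deg C 5% CO2; 23 nL cpd by pin tool, 24 hr; Steady-Glo 30 min RT, luminescence.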
HepG2 tox: counter-screen for TGF-b inhibitors: cytotoxicity in HepG2 cells; HepG2 CAGA-GFP viability, ATP luminescence, 18 h; Potency, µM (titrated, usually from 46.1 µM), inactives show at the highest dose activity change, negative = cytotoxicity, hits mostly cytotoxic; hit rate 0.76% among 410,000; AID 588856; note: potency is the fitted concentration of half-maximal effect; some results filed as inactive show a strong effect at the top dose
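HepG2 CAGA-GFP cells (1000/well, DMEM with 1% FBS) received compound, then TGF-beta at 500 pg/mL final, and were incubated 18 hours at 37 degrees C. Viability was read by CellTiter-Glo luminescence. Media-only wells were set as complete cell-killing and DMSO as no toxicity.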
Nrf2 block: blocks Nrf2 signaling. A549 ARE-Fluc reporter, luciferase luminescence, 18-24 h. Potency, µM (series often up to 46 µM), without a hit: at the top dose activity change, negative = inhibition, usual class: inhibitors. hit rate 2.1% among 360,000. AID 504444; note: potency is the fitted concentration of half-maximal effect; % is set by controls: 0 for no effect and ±100 for the full control effect; nearly all actives have a fitted effect of over 60% in size
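Concentration-response testing used A549 ARE_Fluc cells at 5000 cells/well. Following an 18-24 h compound incubation, viability was read by fluorescence (Ex 405/Em 525) and luciferase output by luminescence.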
Abeta yeast res: restores growth of yeast expressing A-beta42 peptide | hit rate 0.063% among 410,000 | AID 1347071 | yeast expressing A-beta42, growth rescue, OD600, 48 h; response scale: 0% DMSO, 100% iron-clioquinol control | Potency, µM (top dose mostly 46.1 µM), for inactives: at the highest dose growth rescue, hits mostly activators; note: potency is the fitted concentration of half-maximal effect; nearly all actives have a fitted effect of over 55% in size
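Growth rescue measured by 600 nm absorbance after 48 h yeast culture at 30 C with compound. Values normalized between DMSO and an equimolar ferric chloride plus clioquinol control.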
TGFb inhibitor: blocks TGF-b signaling; HepG2 CAGA-GFP TGF-b/SMAD3 reporter, GFP fluorescence, 18 h; TGF-beta stimulated, 500 pg/mL final; Potency, µM (doses to about 46.1 µM), without a hit: top-dose activity, negative = inhibition, hits mostly inhibitors; hit rate 1.2% among 410,000; AID 588855; note: potency is the fitted concentration of half-maximal effect; % is set by controls: 0 for no effect and ±100 for the full control effect; nearly all actives have a fitted effect of over 65% in size
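First, reporter cells (HEPG2 CAGA-GFP) rested 2 h at 37 degrees C. Next, compounds were pinned in and TGF-beta added to 500 pg/mL final. After 18 h, GFP was imaged per cell and summed per well.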
MmCpn inh: blocks the Methanococcus maripaludis chaperonin Mm-Cpn; AID 504842; Potency, µM (highest dose often 76.9 µM), without a hit: at the top dose activity, negative = inhibition, hits mostly inhibitors; hit rate 0.031% among 330,000; purified Mm-Cpn ATPase, ADP Transcreener TR-FRET; note: potency is the fitted concentration of half-maximal effect; % is set by controls: 0 for no effect and ±100 for the full control effect; nearly all actives have a fitted effect of over 80% in size
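Inhibition of chaperonin ATP hydrolysis is measured as reduced ADP production, detected by competitive TR-FRET in which signal falls with ADP. Final enzyme 25 nM and ATP 10 uM, reacted 30 min at 37°C.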
pAkt inh: Akt phosphorylation inhibition | Neuro2A IGF-stimulated pAkt S473 HTRF, 20 min; hits give low values | activity change, % for hits at 50 µM | hit rate 0.32% among 360,000; in the data active = activity change below about -80%; inconclusive = mostly about -51% to -80%; note: % is set by controls: 0 for no effect and ±100 for the full control effect
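Neuro2A cells (4,500/well, DMEM with 0.5% FBS) were treated with compound at a single 50 µM final concentration, stimulated with 6 nM IGF for 20 min at 37 °C, and lysed. Phospho-Akt Ser473 was read by HTRF as 665/615 ratio ×10^4.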
* hit, by the source's call; i = inactive; ? = inconclusive; . = not tested or not shown; & = joins results of further samples; [ ] = another dose, or the depositor's remark. Unless noted, calls come from the whole dose curve; as a rule, active = well fitted curve in the direction sought with a large enough effect; inconclusive = small, poorly fitted or top-dose-only effect, or another doubt; inactive = no such curve, though single readings can be large; an effect the other way counts as inactive or inconclusive. Not all compounds are listed; the hit share may differ from the screen's.

SMILES	A549 tox	CCT chaperon mod	Nrf2 ARE act	HepG2 tox	Nrf2 block	Abeta yeast res	TGFb inhibitor	MmCpn inh	pAkt inh
O=C1c2c(O)cccc2C(C2OC(CO)[C@@H](O)[C@H](O)[C@H]2O)c2cc(CO)cc(O)c21 (some centres not stated)	-16.4%	-1.1	-0.7%	4.9%	1.3%	-7.1%	-0.2%	-11.5%	i
COc1cc(NC(=O)c2cc(C3CC3)on2)c(OC)cc1Cl	0.0%	0.3	7.0%	-6.0%	0.0%	9.9%	4.4%	-1.9%	i
C[C@H]1c2cccc(O)c2C(O)=C2C(=O)C3(O)C(O)=C(C(N)=O)C(=O)[C@@H](N(C)C)[C@@H]3[C@@H](O)[C@@H]21 (some centres not stated)	-8.5%	-0.6	-1.1%	2.0%	-12.9%	-1.3%	-1.2%	-7.0%	i
Nc1cc(=O)[nH]c(N)n1	-3.4%	-0.7	0.4%	-2.8%	-6.1%	-18.4%	3.1%	-5.3%	i
COc1ccc(NC(=O)C2CCCN(c3nnc(C)c4c(C)n(-c5ccccc5)nc34)C2)cc1Cl (configuration not stated)	-16.6%	.	4.2%	17.8µM*	?	-30.0%	15.8µM*	.	.
CCCN(CCC)C(=O)C(CCC(=O)O)NC(=O)c1ccccc1 (configuration not stated)	0.6%	0.7	-1.2%	8.5%	23.3%	0.7%	-4.1%	0.5%&-5.0%	i
CN(C)CCOC(=O)C(c1ccccc1)C1(O)CCCC1 (configuration not stated)	0.9%	-1.4	0.2%	-1.0%	-0.6%	-20.6%	12.7%	0.7%	.
CCC12CCCN3CCc4c(n(c5ccccc45)C(O)(C(=O)OC)C1)C32 (configuration not stated)	4.7%	-3.4	2.6%	-4.2%	7.8%	11.8%	10.4%	-2.3%	i
OCC(O)CN1CCN(c2ccccc2)CC1 (configuration not stated)	-3.4%	-0.2	-1.3%	-1.9%	-1.1%	-6.9%	27.4%	2.0%[15.4 µM]	i
COc1ccc(S(=O)(=O)Nc2nnc(CC(C)C)s2)cc1	-3.1%	-1.8	-0.6%	-1.3%	11.6%	35.3%	27.7%	0.3%	i

Printed as active in TGFb inhibitor (from the list above):
SMILES	CCT chaperon mod	Nrf2 ARE act	TGFb inhibitor	MmCpn inh	pAkt inh
COc1ccc(NC(=O)C2CCCN(c3nnc(C)c4c(C)n(-c5ccccc5)nc34)C2)cc1Cl (configuration not stated)	.	4.2%	15.8µM*	.	.

(cont.)
SMILES	A549 tox	CCT chaperon mod	Nrf2 ARE act	HepG2 tox	Nrf2 block	Abeta yeast res	TGFb inhibitor	MmCpn inh	pAkt inh
CCCCOC(=O)c1ccc(N)cc1	-7.4%	-0.6	-0.1%	4.2%	8.2%	-33.4%[inhibitor]	-9.2%	2.3%	i
CC(=O)N(CC(O)CO)c1c(I)c(C(=O)NCC(O)CO)c(I)c(C(=O)NCC(O)CO)c1I (configuration not stated)	-2.4%	0.5	0.6%	2.2%	-10.5%	-8.3%	16.1%	2.8%	i
CN(C)CCC[C@@]1(c2ccc(F)cc2)OCc2cc(C#N)ccc21	-5.6%	2.7	0.4%	-25.9%	0.1%	-13.6%	0.0%	.	i
Cc1cc(Cl)ccc1NC(=O)Cn1nc(C)c2c(C)n(-c3ccccc3)nc2c1=O	4.0%	.	7.0%	2.3%	?	3.8%	.	.	.
O=C1c2ccccc2C(=O)c2c(O)c(O)cc(O)c21	?	-8.8	3.4%	-17.3%	-28.3%	-25.6%	-9.2%	-6.5%	i
CC(=O)OCC(=O)C1(O)CCC2C3CCC4=CC(=O)C=CC4(C)C3(F)C(O)CC21C (configuration not stated)	-4.7%	0.8	0.0%	1.2%	0.0103µM*	4.9%	5.5%	.	i
Cc1nc2c([nH]1)c(=O)n(C)c(=O)n2Cc1ccco1	9.3%	.	.	7.8%&-14.1%	-2.8%	.	-1.9%&-14.2%	.	.
COc1ccc(Cn2c(CCC(=O)Nc3cccc(OC)c3)nc3cccnc32)cc1	-8.2%	.	0.4%	-18.4%	1.8%	-10.5%	22.0%	.	.
O=c1c(O[C@@H]2O[C@H](CO)C(O)C2O)c(-c2ccc(O)c(O)c2)oc2cc(O)cc(O)c12 (some centres not stated)	-8.7%	-1.2	0.6%	6.9%	7.2%	6.2%	1.7%	-1.9%	i
Cc1cc(NC(=O)C2CCN(S(=O)(=O)c3ccc4[nH]c(=O)oc4c3)CC2)ccc1Br	1.9%	.	-0.6%	-15.3%	?	-2.1%	?	.	.
CCOc1ccccc1NC(=O)CSc1nc2ccccc2c2nc(CCn3cncc3C)nn12	-24.1%	.	-1.0%	-23.3%	.	-5.2%	?	.	.
CN1CCN(c2c(F)cc3c(=O)c(C(=O)O)cn4c3c2SCC4)CC1	-1.5%	7.5	-0.6%	7.0%	.	7.5%	15.9%	-8.4%&-7.0%	i
CN1CCC(=C2c3ccccc3CC(=O)c3sccc32)CC1	-1.0%&1.2%&1.4%	-0.3&-0.9&0.0	0.8%&4.1%&7.8%	-33.0%&-4.4%&-54.2%	-22.8%&-5.5%&-11.3%	1.5%&-8.0%&-15.8%	0.8%&-1.6%&0.9%	2.5%[15.4 µM]	i
Cc1ccc(Cc2c(C)nc3c(-c4ccccc4)c(C)[nH]n3c2=O)cc1	-10.1%	.	-0.3%	-34.9%	0.7%	-23.4%	?	.	.
CCOc1ccc(NC(=S)N2CCC(C(O)(c3ccccc3)c3ccccc3)CC2)cc1	16.6%	-4.0	-0.1%[9.22 µM]	-19.9%	5.7%	21.5%	?	0.6%	i
O=C(O)CCCCCCCC(=O)O	-12.0%	-3.0	-0.2%	-9.9%	-0.1%	13.1%	25.3%	2.8%	i
O=C(NCCN1CCOCC1)c1ccc(Cl)cc1	-13.5%	-2.8	-0.7%	-24.8%	-1.0%	-14.9%	-1.2%	-8.1%	i
CN1CCN(CCCN2c3ccccc3Sc3ccc(S(=O)(=O)N(C)C)cc32)CC1	-6.1%	-0.9	-0.5%	11.2µM*	1.0%	-8.2%	?	-3.7%	i
COc1cc2c(c(OC)c1OC)-c1c(cc(OC)c(OC)c1OC)C[C@H](C)[C@H](C)C2	-2.0%	-3.7	6.2%	-10.9%	-10.5%	-17.3%	-19.2%	0.7%	i
CC1CCc2c(N3CCC(O)CC3)c(F)cc3c(=O)c(C(=O)O)cn1c23 (configuration not stated)	-6.4%	-3.7	0.5%	13.8%	3.0%	-17.9%	25.7%	-3.9%	i
COc1cc(C)nc(-n2nc(C)cc2OC)n1	3.2%	-2.5	3.4%	-6.9%	11.7%	0.2%	1.5%	0.8%	.
Nc1ncnc(Nc2ccccc2)n1	0.5%	-0.6	2.9%	-10.4%	26.5%	-2.0%	-16.0%	-0.7%	i
C[C@H]1c2cccc(O)c2C(O)=C2C(=O)[C@]3(O)C(O)=C(C(N)=O)C(=O)[C@@H](N(C)C)[C@@H]3[C@@H](O)[C@@H]21	-10.7%	0.2	-0.6%	-3.8%	-17.7%	-21.0%	17.4%	-0.2%	i
O=C(c1ccccc1)c1ccc2n1CCC2C(=O)O (configuration not stated)	0.2%	-3.1	-0.4%	-41.7%	-2.2%	-24.9%	1.2%	1.2%	i
CC1(C)Oc2ccc(C#N)cc2[C@@H](N2CCCC2=O)[C@@H]1O	2.0%	-0.4	-0.4%	-5.4%	12.9%	0.6%	-5.8%	2.3%[15.4 µM]	i
Cc1ccc(CNC(=O)C2CCN(S(=O)(=O)c3c(C)noc3/C=C/c3ccccc3F)CC2)o1	-16.1%	.	25.3%	-12.0%	.	-1.7%	-10.5%	.	.
CCOC(=O)Nc1ccc2c(c1)N(C(=O)CCN1CCOCC1)c1ccccc1S2	8.2%&-1.5%	-0.9&-1.3	21.0%&6.2%	-35.9%&-1.6%	-17.8%&-18.4%	-21.7%&3.8%	-18.9%&-5.2%	1.6%&3.8%&2.9%	i
C#C[C@]1(O)CC[C@H]2[C@@H]3CCC4=CC(=O)CC[C@@H]4[C@H]3CC[C@@]21CC	-7.1%&-0.7%	-3.4&-0.3	-0.3%&0.2%	4.1%&-1.7%	?	-1.9%&0.1%	18.3%&9.6%	1.5%&0.7%&0.2%	i
Cc1ccsc1/C=C/C1=NCCCN1C	1.0%&3.3%&-1.0%	-1.3&-1.9&-1.1	-0.8%&-0.6%&-0.7%	-78.3%&-4.9%&4.0%	-7.4%&-2.8%&26.4%	-15.4%&8.0%&-9.0%	-0.6%&1.0%&-12.7%	-1.2%&0.3%	i
Oc1cc2c(cc1O)C1c3ccc(O)c(O)c3OCC1(O)C2 (configuration not stated)	?	-2.5	7.3%	-20.8%&-4.3%	?	-24.2%	-19.9%&2.9%	.	i
CC[C@]12CCCN3CCc4c(n(c5ccccc45)[C@@](O)(C(=O)OC)C1)[C@@H]32	-6.4%	-0.2	-0.7%	1.6%	6.0%	-0.8%	3.1%	-1.9%	i
CC(C)(C)c1ccc(S(=O)(=O)c2cnc(SCC(=O)Nc3ccc(F)c(Cl)c3)[nH]c2=O)cc1	9.3%	.	-1.2%	-104.7%	9.4%	-7.1%	?	.	.
CCC(Cc1c(I)cc(I)c(N)c1I)C(=O)O (configuration not stated)	-4.7%	-0.4	-0.6%	8.9%	-0.4%	-84.6%[inhibitor]	17.9%	-0.9%	i
COc1cc(C(=O)NCCCCCC(=O)O)cc(OC)c1OC	1.6%	-1.2	0.4%	-1.4%	-7.9%	-6.4%	-2.3%	0.1%	i
